# FXIIa inh 1536: factor XIIa (human) inhibition | P00748 | inhibition, % at 5 µM | AID 800 | hit rate 0.3% among 220,000 | purified FXIIa, Boc-QGR-AMC fluorogenic substrate, 2 h; in the data active = inhibition above about 40%;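 note: 0% = enzyme with no compound and 100% = blank without enzyme; many of its hits are not listed in these tables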
# L929 necroptosis: blocks zVAD induced death of L929 cells; L929 zVAD necroptosis rescue, ATP luminescence, 24 h; with zVAD 60 µM; viability rescue, % at 10 µM; hit rate 0.38% among 220,000; AID 1377;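 active = activation, scaled between plate controls, above about 75%, limit read from the data; inactive = activation under that limit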;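 note: 0% = zVAD with DMSO and 100% = DMSO alone without zVAD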
# PPC-1+TRAIL kill: kills PPC-1 cancer cells in the presence of TRAIL | PPC-1 cells + TRAIL, ATPLite viability luminescence | cell killing (% activity), % at 4 µM | hit rate 0.41% among 220,000 | AID 1443;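 active = cell killing above 50% in the first pass at 4 µM, then a duplicate retest at 5 µM averaging 50% or more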;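 note: plate controls were cells with TRAIL plus DMSO for no effect and medium-only wells lacking cells for full effect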
# PGE2 EP2 inh: blocks the human prostaglandin E2 receptor EP2; AID 1422; inhibition, % at 25 µM; P43116; C6 glioma cells expressing human EP2, cAMP TR-FRET; cells stimulated with saturating PGE2; hit rate 0.52% among 260,000;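 active = percent inhibition above 40 after rounding to a whole number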;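 note: rat C6 glioma host cells with rolipram phosphodiesterase inhibitor present; the protocol text gives 20 µM as final concentration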
# Target sequence (P43116 whole entry, looked up): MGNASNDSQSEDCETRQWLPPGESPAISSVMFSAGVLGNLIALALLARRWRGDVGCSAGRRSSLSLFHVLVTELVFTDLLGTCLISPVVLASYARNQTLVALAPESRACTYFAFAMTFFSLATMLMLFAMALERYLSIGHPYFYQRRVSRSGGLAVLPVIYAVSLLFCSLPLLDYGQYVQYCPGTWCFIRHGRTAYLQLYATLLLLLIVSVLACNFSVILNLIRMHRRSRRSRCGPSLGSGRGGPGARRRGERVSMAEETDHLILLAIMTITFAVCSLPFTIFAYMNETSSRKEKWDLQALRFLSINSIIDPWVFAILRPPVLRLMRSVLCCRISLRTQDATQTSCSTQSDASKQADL
# TNF necrop inh: blocks TNF-alpha induced death of Jurkat FADD-/- cells. activation (protection from cell death), % at 10 µM. hit rate 0.068% among 220,000. Jurkat FADD-/- TNF necroptosis rescue, ATP luminescence, 24 h; 0 = TNF only, 100 = no-TNF cells;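 active = activation, meaning protection from cell death, of at least 50% relative to plate controls; inactive = activation below 50%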;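 note: necroptosis triggered by 40 ng/mL TNF-alpha added together with compound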
# Wee1 stabilizer: inhibitors of human Wee1 degradation | P30291 | reporter increase, % at 5 µM | AID 1321 | hit rate 1.2% among 220,000 | HeLa Luc-Wee1K328M stability, luciferase luminescence; 100% = proteasome inhibitor MG132 effect;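 active = activation above the mean of all tested compounds plus 3 SD, set per screening run, cut at about 8.8% in these data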;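 note: cells exposed to compound for 20 h before luminescence read; 0% = DMSO alone and 100% = MG132 at 30 µM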
# Target sequence (P30291 whole entry K328M): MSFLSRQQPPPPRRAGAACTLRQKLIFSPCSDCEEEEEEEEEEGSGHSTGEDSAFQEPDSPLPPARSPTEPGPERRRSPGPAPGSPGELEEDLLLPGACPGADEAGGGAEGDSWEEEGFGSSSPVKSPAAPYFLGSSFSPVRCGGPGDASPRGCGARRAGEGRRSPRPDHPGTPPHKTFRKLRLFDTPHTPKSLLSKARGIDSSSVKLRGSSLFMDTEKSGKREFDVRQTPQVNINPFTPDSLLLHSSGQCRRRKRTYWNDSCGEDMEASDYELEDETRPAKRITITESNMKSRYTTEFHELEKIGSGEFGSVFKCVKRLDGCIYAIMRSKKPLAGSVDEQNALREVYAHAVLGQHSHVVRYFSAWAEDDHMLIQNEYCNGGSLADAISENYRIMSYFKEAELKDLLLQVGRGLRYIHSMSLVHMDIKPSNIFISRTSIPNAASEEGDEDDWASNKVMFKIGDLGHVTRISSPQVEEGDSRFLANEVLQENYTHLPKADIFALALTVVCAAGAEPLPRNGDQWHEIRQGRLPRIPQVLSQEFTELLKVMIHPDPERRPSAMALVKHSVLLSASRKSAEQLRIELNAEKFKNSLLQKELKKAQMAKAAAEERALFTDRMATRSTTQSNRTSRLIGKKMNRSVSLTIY
# TbHK1 inh: blocks Trypanosoma brucei hexokinase 1 activity; hit rate 0.11% among 220,000; recombinant TbHK1, G6PDH-coupled NADH A340; inhibition, % at 10 µM;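 active = inhibition of 50% or more in the single-dose primary screen; inactive = inhibition below 50%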
# CHOP inh: blocks CHOP induction under ER stress; CHO-K1 CHOP-promoter luciferase, tunicamycin-induced, 15-18 h; inhibition, % at 10 µM; hit rate 3.8% among 220,000;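 active = compounds that reduced the stress-induced luciferase reporter signal by more than about 70% of percent inhibition, limit read from the data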;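 note: 0% = tunicamycin plus vehicle and 100% = wells without tunicamycin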
# FXIa inh: blocks human coagulation factor XIa protease activity; P03951; purified FXIa, Boc-Glu-Ala-Arg-AMC fluorogenic substrate; inhibition, % at 5 µM; hit rate 0.14% among 220,000; AID 798;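 active = inhibition of at least 40%; inactive = inhibition below 40%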;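 note: fluorescence of freed AMC excited at 355 nm; 0% = enzyme without compound and 100% = no enzyme blank; many of its hits are not listed in these tables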
# The depositor's hits bear a star; . = not tested or not shown.
SMILES,FXIIa inh 1536,L929 necroptosis,PPC-1+TRAIL kill,PGE2 EP2 inh,TNF necrop inh,Wee1 stabilizer,TbHK1 inh,CHOP inh,FXIa inh
O=C(CSc1nc2ncc(Br)cc2[nH]1)c1ccc([N+](=O)[O-])cc1,0,5.3,14,8,0.6,-4,-1,15,-1
CC(C)=CCN1CCN(Cc2cc(CC(C)C)n[nH]2)CC1CCO (stereo unspecified),8,0.0,19,5,3.1,-3,-13,16,7
COC(=O)c1[nH]c2cc(OC)ccc2c1NC(=O)c1c(F)cccc1F,4,0.8,5,14,0.1,-1,-20,-12,20
Cn1cccc1Cc1nnc(SCC(=O)NCc2ccc3c(c2)OCO3)n1CCc1ccccc1,20,-0.3,-12,5,-0.2,-3,5,17,4
Cc1cc(C)c(NC(=O)C2c3ccccc3Oc3ccccc32)c(C)c1,6,0.7,21,7,0.6,-2,10,6,-2
CCOC(=O)c1cc(C(=O)OCC)c2cc(Br)ccc2n1,6,-0.3,7,13,-2.3,-1,-3,88*,4
CC1CC1C(=O)OCC(=O)NCc1ccc(Cl)cc1Cl (stereo unspecified),4,0.5,32,.,-0.1,0,-7,15,-1
CCOC(=S)SCC(=O)N1CCc2cc(OC)ccc2C1C1C(=O)CCCC1=O (stereo unspecified),10,7.7,4,4,0.4,7,2,-3,1
CCOC(=O)Cn1nc(C)c(NC(=O)COc2ccccc2)c1C,6,1.8,26,5,-0.6,4,-1,-15,-5
Cc1ccc(S(=O)(=O)N2CCN(C(=O)c3ccc(OCc4c(C)noc4C)cc3)CC2)cc1,8,-0.2,-16,14,-4.7,8,0,-6,1
CN(C)C(CNC(=O)c1cccnc1Sc1ccccc1)c1ccco1 (stereo unspecified),1,1.2,6,6,0.7,1,1,-18,-9
FC(F)(F)c1ccc2c(c1)N1CCCC1CN2 (stereo unspecified),13,7.1,9,7,-3.6,-1,-16,-2,2
O=C(COc1ccccc1)Nc1ccc(OC(F)(F)C(F)F)c(NC(=O)COc2ccccc2)c1,12,1.2,48,16,1.2,5,-4,52,2
Cc1ccc2c(c1)c1nnc(SCC(=O)Nc3ccccc3C(F)(F)F)nc1n2CC(=O)O,.,2.9,1,6,-0.8,0,-22,21,3
CN(CC(=O)N1CCN(c2ccccn2)CC1)S(=O)(=O)c1cccc2nsnc12,9,.,-13,2,0.0,2,-10,-14,4
CN(C)CCCNC(=S)Nc1ccc(Br)cc1,4,-0.5,-18,7,-11,4,-7,-6,-1
O=C(Nc1nc(N2C(=O)c3ccccc3C2=O)n(-c2ccccc2)n1)c1ccc(F)cc1,1,0.0,4,16,0.0,2,2,1,6
Cn1c(=O)n(C)c2cc(/C=C(/C#N)C(=O)NCc3ccco3)ccc21,5,6.3,2,16,0.1,3,-25,-19,-1
COc1ccc(-c2nc(CSCC(=O)NCc3ccco3)c(C)o2)cc1,17,2.0,10,8,-0.2,1,-2,60,7
COCCNC(=O)Cn1cnc([N+](=O)[O-])n1,4,0.0,9,5,0.2,9.6*,6,-2,-6
Fc1cccc(Cl)c1-c1nnc2ccc(N3CCOCC3)nn12,15,-0.6,-5,2,-1.2,-1,-4,4,5
Cc1cc2cc(CNC(=O)c3ccc(S(=O)(=O)N(C)C)cc3)ccc2n1C,14,2.9,-7,12,-1.0,-1,-8,42,2
CCC(C)NC(=O)Cn1nc(C(F)(F)F)c2c1CCCC2 (stereo unspecified),12,0.4,18,14,-0.6,4,-4,4,6
COc1ccc(OCC(=O)OCC(=O)N2CC(=O)Nc3ccccc32)cc1,8,-0.2,3,9,0.3,0,-5,-7,5
COc1ccc(NC(=O)Nc2nnc(-c3ccco3)s2)cc1,5,0.6,15,6,1.9,3,-16,54,-1
OCCNCc1cc(Br)ccc1OCc1ccc(Cl)cc1,1,0.1,-19,.,-6.3,-1,5,48,0
Oc1ccc(N2CCN(c3nnnn3-c3ccccc3)CC2)cc1,4,-1.2,10,4,-5.5,4,3,19,-2
CC(C)(C)Sc1ccccc1S(=O)(=O)C(C)(C)C,10,-0.3,3,3,1.4,13*,-5,7,5
CC(C)C(C(=O)Nc1ccccc1)N1C(=O)c2ccccc2C1=O (stereo unspecified),16,0.4,.,4,-1.0,5,-8,-5,5
CCOc1cc(S(=O)(=O)N2CC=C(c3ccc(F)cc3)CC2)c(OCC)cc1-n1cnnn1,8,-0.1,17,14,-7.1,0,16,.,-6
CCCCCc1c(C)nc(N2CCOCC2)[nH]c1=O,20,-0.1,-4,4,-0.8,0,5,19,4
Nc1nc(Cl)cc(Oc2ccccc2F)n1,9,-0.7,-10,4,-0.9,6,6,10,3
CCCCN(CC)C(=O)c1ccc(Cl)c(Cl)c1,3,-0.2,6,7,3.0,0,-5,37,-5
CCC1=NN(C(=O)C(=O)Nc2ccc(OC)cc2)C(O)(C(F)(F)F)C1 (stereo unspecified),22,0.7,4,3,-1.3,-2,-3,-29,0
CC(C)(C)C(=O)N1N=C(c2ccc(NS(C)(=O)=O)cc2)CC1c1cccs1 (stereo unspecified),3,0.0,4,8,9.4,1,-23,-2,-4
Fc1ccccc1C1CC(c2ccco2)=Nc2ccccc2S1 (stereo unspecified),15,-0.3,7,5,-0.9,4,-22,61,1
O=C1NC(c2ccccc2)=C(c2nc3ccccc3s2)C(c2ccccc2)N1 (stereo unspecified),10,-0.2,-6,10,-6.3,0,-18,37,3
COc1ccc2c(c1)C(C)=CC(C)(C)N2C(=O)CN1C(=O)CCC1=O,8,-0.9,10,9,-3.3,4,-2,8,-9
Clc1ccc(C2=NNC(=NCc3ccc4c(c3)OCO4)SC2)cc1,5,2.2,0,8,4.2,-1,-5,0,1
COc1ccc(/C=N/OC(=O)Nc2ccccc2)cc1[N+](=O)[O-],9,0.7,5,20,0.4,2,-1,13,-1
C#Cc1ccc([C@H]2C=C(C(=O)O)O[C@@H](OCc3ccc(CO)cc3)C2)cc1,7,0.4,8,13,0.0,1,0,14,-4
CCOC(=O)c1c(C)[nH]c(C(=O)Cn2c(=O)c3c(ncn3CC)n(Cc3ccccc3)c2=O)c1C,7,-0.8,13,14,-2.0,1,-15,17,-3
Cc1ccccc1NC(=O)Cc1c(O)c2ccccc2[nH]c1=O,7,-0.1,4,9,-1.2,2,-1,13,-4
COc1ccc2[nH]c(C)c(CCN3C(=O)OC(C)(C)C3(C)O)c2c1 (stereo unspecified),6,1.4,-17,9,3.1,-2,-1,21,-6
Cc1cc(NC(=O)c2cc3ncc(Br)cn3n2)no1,12,-0.8,-15,12,0.3,0,6,4,-3
COc1ccc([N+](=O)[O-])cc1N(CC(=O)NCCC1=CCCCC1)S(C)(=O)=O,6,-0.1,4,6,1.1,-2,22,26,2
Cc1cc(N2CCN(c3ccc(F)cc3)CC2)nc(-c2ccccc2)n1,10,-0.9,29,11,-1.1,0,-2,17,4
Cc1ccc(N=C2SCCCN2C(=O)c2ccco2)cc1Cl,5,2.0,12,5,2.7,-2,6,80*,-8
COc1ccccc1N1CCN(C(=O)/C=C/c2cccs2)CC1,12,2.7,19,4,0.9,1,-16,16,9
NC(=S)NC1CC2CC1C1C=CCC21 (stereo unspecified),14,1.7,-4,12,11,9.5*,-8,3,2
Clc1ccccc1CSc1ncn(-c2ccccc2)n1,14,0.2,39,5,-0.4,0,-3,37,7
COc1ccc(Nc2nc(N)nc(CSc3nccn3C)n2)cc1,7,7.6,18,12,1.3,12*,10,-9,-1
CCN1CCN(C(=O)/C(C#N)=C/c2ccc(OC(F)F)cc2)CC1,12,0.8,-13,9,-0.4,-1,3,-13,5
CCOC(=O)N/N=C/c1cccnc1,0,-0.5,-14,3,-0.5,-3,-4,3,0
CCN(CC)CCNC(=O)c1ccc(NC(=O)c2cccc(S(=O)(=O)Nc3ccc(C)cc3)c2)cc1,22,0.5,17,10,-9.4,-3,9,5,101*
Cc1ccoc1C(=O)N1CCCCC1C(=O)O (stereo unspecified),3,1.4,-2,10,2.0,-2,-6,0,-6
COc1cccc(=O)c2c(C)n(C)c(C)c12,7,0.0,17,4,-0.8,-1,-7,5,-13
C=CCn1c(-c2ccco2)n[nH]c1=S,14,0.3,24,12,0.2,0,2,-2,0
O=C1CN(S(=O)(=O)c2ccccc2)CCN1S(=O)(=O)c1ccccc1,-4,1.6,0,6,1.4,5,-1,11,-2
Cc1cc(Cl)ccc1NNC(=O)c1c(C)noc1C,9,-1.0,14,14,-4.2,-2,-7,7,5
# More results follow.
SMILES,FXIIa inh 1536,L929 necroptosis,PPC-1+TRAIL kill,PGE2 EP2 inh,TNF necrop inh,Wee1 stabilizer,TbHK1 inh,CHOP inh,FXIa inh
CC(Cc1c[nH]c2ccccc12)NC(=O)OCCCl (stereo unspecified),-4,0.1,15,5,0.4,2,-10,5,-6
O=C(Nc1ccc2nc(-c3ccco3)c(-c3ccco3)nc2c1)N1CCCCCC1,26,20,-5,10,-10,-1,3,-44,21
C=CCNC(=O)COC(=O)c1ccc(Sc2nncn2C)c([N+](=O)[O-])c1,6,1.7,16,5,1.0,0,-8,-14,0
COc1ccc(S(=O)(=O)N2CCN(C(=O)c3cccc(Cl)c3)CC2)cc1,11,.,11,16,4.1,2,5,13,-1
c1ccc(-c2nc3ccccc3o2)nc1,15,2.0,3,.,-1.2,-1,28,-2,5
O=C(NCc1ccccc1)c1cc(S(=O)(=O)N2CCOCC2)ccc1F,13,0.7,-2,14,1.8,5,-1,3,-3
CC1(C(=O)O)CCC(C(=O)NC2CCCCC2)C1(C)C (stereo unspecified),-7,0.7,4,1,0.2,0,1,-4,-7
CN1C2CCC1CC(NC(=O)CSc1ccc(Cl)cc1)C2 (stereo unspecified),4,-0.2,9,5,2.3,3,-2,-3,-9
CCCCn1c(SCC(=O)N2c3ccccc3CCc3ccccc32)nc2c1c(=O)n(C)c(=O)n2C,13,-1.0,0,5,-11,1,-4,23,7
Cc1cccc(N2C(=O)/C(=C/c3cccnc3)SC2=S)c1,8,-0.1,-3,7,-0.6,4,-35,33,4
CC(=O)NCc1ccc2[nH]c(C)cc2c1,13,1.2,-5,11,-1.7,-3,-8,33,7
CCOC(=O)c1cnn2c(N)c(C#N)cnc12,.,0.8,9,6,0.6,-3,-8,31,1
NC(=O)c1cnn(-c2cc(Oc3ccccc3)ncn2)c1N,7,9.1,23,7,0.5,0,-1,-46,-2
CC1(C)C2CCC1(C)C(OC(=O)c1ccc(O)cc1)C2 (stereo unspecified),7,3.1,-5,.,0.9,2,4,78*,5
CCOc1ccccc1NC(=O)c1cc(C(=O)c2cc(OC)ccc2O)coc1=N,12,0.0,13,6,1.1,2,-14,14,3
CCn1c(SCC(=O)NNC(=S)Nc2ccc(C)cc2)nnc1-c1ccc(Cl)cc1,4,0.9,6,1,2.4,2,6,4,-6
Cn1nnc(NCc2cc(Br)ccc2OCc2cccs2)n1,-5,-0.4,22,7,-1.0,-1,5,11,9
N=C1C(c2ccccc2)=C(O)CN1NC(=O)c1ccc(Cl)cc1,.,3.4,17,6,0.0,-1,4,0,-1

# Looked up by compound from the list above (4):
SMILES,FXIIa inh 1536,L929 necroptosis,PPC-1+TRAIL kill,PGE2 EP2 inh,TNF necrop inh,Wee1 stabilizer,TbHK1 inh,CHOP inh,FXIa inh
CC(C)(C)Sc1ccccc1S(=O)(=O)C(C)(C)C,10,-0.3,3,3,1.4,13*,-5,7,5
Cn1cccc1Cc1nnc(SCC(=O)NCc2ccc3c(c2)OCO3)n1CCc1ccccc1,20,-0.3,-12,5,-0.2,-3,5,17,4
OCCNCc1cc(Br)ccc1OCc1ccc(Cl)cc1,1,0.1,-19,.,-6.3,-1,5,48,0
COc1ccc([N+](=O)[O-])cc1N(CC(=O)NCCC1=CCCCC1)S(C)(=O)=O,6,-0.1,4,6,1.1,-2,22,26,2

# Screens deposited in PubChem by several laboratories.

# The list is partial; the hit share may differ from the screen's.
